# High-throughput results as filed in PubChem BioAssay.
# DDE Tn6 FP inh = inhibitors of Tn6 peptide binding to fibrin DD(E), primary screen, biochemical, fluorescence polarization, human fibrin, Tn6 probe; Fibrinogen beta chain (Homo sapiens), P02675; Fibrin DD(E) TRITC-Tn6 fluorescence polarization displacement; inhibition, % at 8.3 µM; hit rate 0.21% among 370,000; AID 720509, 2013;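 active means inhibition above a per-campaign cutoff: mean of compounds within control limits plus 3 SD, cut at about 15% in these data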;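 further: 0% = median of all compound wells on the plate and 100% = blocking peptide control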
# Target sequence (P02675 whole entry, looked up): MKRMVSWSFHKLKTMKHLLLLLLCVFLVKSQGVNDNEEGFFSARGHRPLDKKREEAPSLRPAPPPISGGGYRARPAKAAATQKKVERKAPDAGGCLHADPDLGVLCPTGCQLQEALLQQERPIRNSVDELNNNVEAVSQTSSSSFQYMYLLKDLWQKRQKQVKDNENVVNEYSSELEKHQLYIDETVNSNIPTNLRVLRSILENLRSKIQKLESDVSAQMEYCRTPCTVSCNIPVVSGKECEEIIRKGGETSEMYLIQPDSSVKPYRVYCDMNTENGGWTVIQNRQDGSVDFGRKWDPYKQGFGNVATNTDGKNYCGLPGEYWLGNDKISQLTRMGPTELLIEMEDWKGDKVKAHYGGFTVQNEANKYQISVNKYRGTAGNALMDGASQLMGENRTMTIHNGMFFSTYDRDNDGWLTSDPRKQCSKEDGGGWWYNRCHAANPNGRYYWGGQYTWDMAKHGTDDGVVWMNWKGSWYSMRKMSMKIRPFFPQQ
# Rev-erbA mod = modulators of Rev-erb alpha DNA binding, primary screen, biochemical, FITC-DNA, fluorescence polarization, uHTS | hit rate 0.79% among 370,000 | activity, % at 10 µM | Rev-erbα–FITC-DNA binding, 90 min | Nuclear receptor subfamily 1 group D member 1 (Homo sapiens), P20393 | AID 1259318, 2017;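 active means activity above about 14%, limit read from the data; passing the limit was not always enough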;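 further: 0% = DMSO wells with 35 nM protein and 100% = DMSO wells with 750 nM protein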
# PLCg1 inh = PLC-gamma1 enzyme inhibitors, primary screen, biochemical, fluorescence, purified enzyme. hit rate 0.84% among 370,000. 1-phosphatidylinositol 4,5-bisphosphate phosphodiesterase gamma-1 (Homo sapiens), P19174. AID 720700, 2013. inhibition, % at 12.2 µM. fluorogenic substrate; in the data active means inhibition above about 9.5%
# ASAP1 inh = inhibitors of human ASAP1 ArfGAP activity, primary screen, biochemical, fluorescence polarization; ASAP1-stimulated ARF1 GTP hydrolysis, GDP FP detection; inhibition, % at 16.5 µM; hit rate 0.19% among 360,000; AID 624377, 2012; in the data active means inhibition above about 25%;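 further: 0% = vehicle with enzyme and substrate and 100% = no enzyme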
# DDE Tn7 FP inh = inhibitors of Tn7 peptide binding to fibrin DD(E), primary screen, biochemical, fluorescence polarization, human fibrin, Tn7 probe; inhibition, % at 8.3 µM; hit rate 0.13% among 370,000; FP displacement of FITC-Tn7 peptide from fibrin DD(E); 0% = median of compound wells per plate;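 active means inhibition above the mean of compounds falling within the control limits plus 3 SD of them, cut at about 14% in these data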;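 further: 0% = plate median of compound wells and 100% = 10 µM Aha-Tn7 peptide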
#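 Assay system: Fibrin-DD(E) protein isolated from polymerized human fibrin clots; read-out basis: percent inhibition; medium: Tris/NaCl/CaCl2 buffer, pH 7.8; signal: FP measurement; incubation: 10 min plus 3 h, room temperature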
# ARFGAP1 inhibitor = inhibitors of rat ARFGAP1 GAP activity, primary screen, biochemical, fluorescence polarization, GDP tracer | Arfgap1-stimulated ARF1 GTP hydrolysis, GDP FP detection | inhibition, % at 16.5 µM | hit rate 0.26% among 360,000 | AID 651572, 2012;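 active means inhibition above a per-plate limit, mean inhibition of low control wells plus 3 SD, cut at about 25% in these data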;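 further: 0% = DMSO wells with enzyme and 100% = wells lacking Arfgap1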
#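 Material: truncated rat Arfgap1 GAP domain; Incubation: compound-enzyme preincubation 20 min, reaction 120 min, detection 60 min, 25 °C; Read-out: percent inhibition of Arfgap1-stimulated GTP hydrolysis; Technique: FP, GDP Alexa 633 tracer displaced from anti-GDP antibody, 620/688 nm; Controls: No-Arfgap1 wells (100%) versus DMSO full-reaction wells (0%); Replication: single well per compound.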
# UHRF1 binding = UHRF1 methylated DNA binding inhibitors, primary screen, counter-screen for MBD2 inhibitor project, biochemical, TR-FRET, human UHRF1, single concentration; E3 ubiquitin-protein ligase UHRF1 (Homo sapiens), Q96T88; UHRF1 binding to methylated oligo; inhibition, % at 4.4 µM; hit rate 0.75% among 370,000; in the data active means inhibition above about 21%;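 further: UHRF1 SRA domain binding a hemimethylated CpG hairpin DNA probe; 0% = median of test compound wells and 100% = reference inhibitor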
# sPLA2-III inh = human group III sPLA2 inhibitors, primary screen, biochemical, QFRET, BODIPY PC-A2 liposome substrate; Group 3 secretory phospholipase A2 (Homo sapiens), Q9NZ20; QFRET BODIPY PC-A2 liposome hydrolysis, fluorescence; inhibition, % at 12.2 µM; hit rate 0.56% among 370,000; AID 743126, 2013;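 active means inhibition above mean plus 3 SD of compounds lying within the high and low control bounds, cut at about 19% in these data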;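 further: 0% = median of test compound wells and 100% = no enzyme DMSO wells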
# Target sequence (Q9NZ20 whole entry, looked up): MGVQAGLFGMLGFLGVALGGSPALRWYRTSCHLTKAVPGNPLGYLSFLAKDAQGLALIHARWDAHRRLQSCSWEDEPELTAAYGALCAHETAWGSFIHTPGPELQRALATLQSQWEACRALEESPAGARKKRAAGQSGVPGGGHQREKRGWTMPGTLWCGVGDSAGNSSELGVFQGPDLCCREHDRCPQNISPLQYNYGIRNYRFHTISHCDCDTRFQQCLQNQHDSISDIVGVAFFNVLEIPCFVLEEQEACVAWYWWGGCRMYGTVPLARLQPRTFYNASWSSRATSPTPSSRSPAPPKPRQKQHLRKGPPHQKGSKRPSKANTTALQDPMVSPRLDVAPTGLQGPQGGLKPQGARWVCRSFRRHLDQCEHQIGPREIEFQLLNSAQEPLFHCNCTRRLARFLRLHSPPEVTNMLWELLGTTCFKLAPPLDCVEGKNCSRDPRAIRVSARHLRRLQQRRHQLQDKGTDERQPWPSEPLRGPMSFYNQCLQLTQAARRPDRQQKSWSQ
# KLK7 zymogen act = proKLK7 zymogen activators, primary screen, biochemical, fluorescence intensity. hit rate 0.9% among 370,000. AID 652039, 2013. purified proKLK7, EDANS-DABCYL substrate fluorescence; 100% is mature enzyme control, 0% vehicle. activation, % at 7 µM;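 active means activation above the mean of all tested compounds plus 3 SD, computed per campaign excluding outliers beyond control limits, cut at about 13% in these data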
# PLCb3 inh = human PLC-beta3 inhibitors, primary screen, biochemical, fluorescence; 1-phosphatidylinositol 4,5-bisphosphate phosphodiesterase beta-3 (Homo sapiens), Q01970; hit rate 0.18% among 370,000; AID 720704, 2013; inhibition, % at 12.2 µM; Purified PLC-beta3, fluorogenic substrate; in the data active means inhibition above about 11%;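 further: 0% = median of compound wells on plate and 100% = full blocker control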
# The depositor's hits bear a star; / = no result given.
# Values run as follows: ASAP1 inh	DDE Tn6 FP inh	PLCg1 inh	KLK7 zymogen act	Rev-erbA mod	UHRF1 binding	DDE Tn7 FP inh	sPLA2-III inh	PLCb3 inh	ARFGAP1 inhibitor
[1] CCn1cc(CN2CCC(C(=O)Nc3cccc(-c4cccc(Cl)c4)c3)CC2)c(C)n1
→ 3	5	3	0.8	1	0	5	-15	-5	6
[2] COc1ccc(S(=O)(=O)N/N=C\c2ccccc2F)cc1
→ -2	-2	-2	-0.1	3	0	-3	7	-7	-15
[3] CCCCC1CC2=C(C(=O)OC(C)(C)O2)C(c2ccc(Cl)cc2)O1 (centres undefined)
→ -10	-1	8	0.8	0	1	4	2	2	-10
[4] Cc1cc(C)c(Cn2c3ccccc3c3cnn(CC(=O)NCc4ccccn4)c(=O)c32)c(C)c1
→ 6	-1	0	-0.7	39*	2	2	-10	-7	-7
[5] CC(=O)Nc1cc2oc3ccccc3c2cc1[N+](=O)[O-]
→ -11	6	-8	-0.4	11	-9	10	7	-14	0
[6] O=C(NCc1ccco1)c1cc2sccc2n1Cc1ccccc1
→ 7	0	3	0.8	2	0	0	-12	-5	-9
[7] NC(=O)c1ccc(SCC(=O)OCC(=O)NCc2cccs2)c([N+](=O)[O-])c1
→ 1	6	-2	0.0	0	2	1	-11	-10	14
[8] COc1ccc(S(=O)(=O)NCC(c2ccc3c(c2)OCO3)N2CCN(c3ccccc3)CC2)cc1 (centres undefined)
→ 4	6	2	0.5	0	0	2	3	-5	-3
[9] C/C(=N\NC(=O)c1ccc(Cl)c(Cl)c1)c1ccccn1
→ 4	2	-3	-0.9	3	-2	0	7	-6	5
[10] Cc1ccc(-c2cc(C(=O)N(C)Cc3cnn(C)c3C)c3cc(Br)ccc3n2)cc1
→ 0	8	-5	-0.6	11	2	8	1	0	11
[11] COc1ccc(CCNC(=O)c2cc(=O)[nH]c3ccccc23)cc1
→ -2	-4	-14	0.3	-1	-1	6	5	-24	9
[12] CN1CC2([N+](=O)[O-])CC=C(OCCO)C([N+](=O)[O-])(C1)C2 (centres undefined)
→ -3	-5	4	-0.4	7	3	-5	15	3	9
[13] CCOC(=O)c1ccc(N2C(=O)C3CC=CCC3C2=O)cc1 (centres undefined)
→ 2	-1	-1	0.3	0	2	-9	-2	6	5
[14] Cc1cccc(C(=O)N/C(=C\c2ccco2)C(=O)N2CCCCCC2)c1
→ -6	-8	-13	0.7	-2	0	1	-4	-32	4
[15] CCN1C(=O)c2cccc3c(NC(=O)c4ccccc4)ccc1c23
→ 4	-5	-100	-0.3	2	0	2	1	-133	6
[16] COc1cc(/C=C/c2ccc3cccc(O)c3n2)cc(Br)c1OC
→ -1	1	-10	1.4	3	-1	1	3	-14	-7
[17] COc1cccc(N2C(=NC(=O)CCc3ccccc3)SC3CS(=O)(=O)CC32)c1 (centres undefined)
→ 4	3	2	0.2	-3	3	-1	5	-5	3
[18] CC1CC(C)CN(S(=O)(=O)c2ccc(F)c(C(=O)NC3CCCCC3C)c2)C1 (centres undefined)
→ 3	-8	1	0.7	1	0	0	6	2	6
[19] CCOc1cc(N2CCOCC2)c(OCC)cc1NC(=O)C1=NN(c2cccc(C)c2)C(=O)CC1
→ -6	-3	-2	0.2	5	1	-5	-2	1	0
[20] CC(C)C(=O)NC(=S)N1CCc2ccccc21
→ 11	0	4	-0.6	-3	2	-1	15	2	0
[21] COc1cc(NC(=O)c2ccno2)cc(C(=O)Nc2cccc(C(F)(F)F)c2)c1
→ -9	-3	3	0.5	0	4	5	-12	4	13
[22] CCOCCn1c(C)c(C(=O)OCC)c2cc(O)c3ccccc3c21
→ 2	-8	-10	-0.1	10	-1	-6	-29	-12	6
[23] COc1ccc2cc(CCNC(=O)C3CCCC3)c(=O)[nH]c2c1
→ -17	2	-1	-0.4	-2	0	4	-3	3	-9
[24] O=c1[nH]cc(N(CCO)CCO)c(=O)[nH]1
→ -3	-1	1	-0.7	-4	1	4	1	5	0
[25] Cc1cc(=O)[nH]c(SCC(=O)Nc2ccc(Cl)cn2)n1
→ 0	0	-1	-0.2	0	0	5	1	1	7
[26] O=C(COC(=O)CNC(=O)c1cc(Cl)cc([N+](=O)[O-])c1)NC(=O)NCc1ccco1
→ -15	1	0	-0.3	-9	1	-4	-5	2	6
[27] Cc1cc(C)n(-c2nc3c(c(=O)[nH]c(=O)n3C)n2C(C)C)n1
→ 10	0	5	0.3	-2	3	1	9	14*	-6
[28] Cc1ccc(NC(=O)CC(=O)Nc2ccc(C)cc2C)c(C)c1
→ 1	4	3	0.3	2	4	7	-31	-2	2
[29] CCOC(=O)c1[nH]c(C)c(C(=O)NCC2CCCO2)c1C (centres undefined)
→ -12	0	0	-0.1	4	1	7	6	0	2
[30] C#CCN1C(=O)[C@]2(NCCc3c2[nH]c2ccc(OC)cc32)c2cc(F)ccc21
→ /	12	-1	0.1	5	1	-1	-1	1	/
[31] O=C(CC1SC(=NCC2CCCO2)NC1=O)Nc1cccc2ccccc12 (centres undefined)
→ 3	-4	-2	0.7	-1	-3	1	0	-1	13
[32] Cc1sc2nc(COC(=O)CNC(=O)c3ccccc3Cl)[nH]c(=O)c2c1C
→ /	11	3	0.0	1	2	1	11	3	/
[33] O=S(=O)(c1cc(Cl)ccc1Cl)N1CC2CCCN2c2ccc(C(F)(F)F)cc21 (centres undefined)
→ -3	14	-1	0.3	2	-1	10	5	2	0
[34] O=C1S/C(=C\c2ccccn2)C(=O)N1Cc1ccccc1F
→ -4	-2	-2	0.5	-8	5	-5	-5	2	-4
[35] O=C(O)CCCn1cc(NC(=O)COc2ccc(F)cc2)cn1
→ 6	-5	1	0.0	-1	0	5	1	-4	13
[36] COc1ccc(NC(=S)N2CCC(c3ccccc3)C2)cc1 (centres undefined)
→ 14	1	0	0.2	-7	-1	-5	7	-1	8
[37] CC(=O)c1c(C)n([O-])c2cc(C)ccc2[n+]1=O
→ 5	2	-18	-0.2	1	-3	7	-4	-17	3
[38] O=C(Nc1ncc(Cc2ccccc2)s1)c1cccs1
→ 3	-4	-15	0.0	-2	3	-2	0	-13	-12
[39] COc1ccc(Cl)cc1NC(=O)C(C)Sc1nncn1C (centres undefined)
→ -1	1	3	-0.2	1	-2	-9	-2	3	8
[40] CC1C/C(=N\NC(=O)CCc2ccc(S(=O)(=O)N3CCOCC3)cc2)CC(C)(C)C1 (centres undefined)
→ -4	5	-1	0.1	-4	-1	7	-9	1	-3
[41] COc1ccc(CCNC(=O)COC(=O)c2cccn2C)cc1
→ -8	-2	1	0.2	1	-1	8	8	-1	-2
[42] CCn1c2ccccc2c2cc(NC(=O)COC(=O)c3ccccc3Br)ccc21
→ 2	-7	1	-0.9	-5	12	-4	1	-4	4
[43] Cc1cccc(NC(=O)CS(=O)(=O)Cc2ccccc2)n1
→ 2	12	-3	0.1	-4	-1	2	3	0	-3
[44] CCOc1ccc(-n2c(=O)c3sccc3n(Cc3cccc([N+](=O)[O-])c3)c2=O)cc1
→ 0	0	3	0.0	-11	-4	3	8	-9	-5
[45] Cc1ccc(N2C(=O)CC(C3CCCO3)C2=O)cc1 (centres undefined)
→ -2	-2	2	-0.6	-1	-1	4	0	2	1
[46] Cc1cccc(-c2ncc(CN3CCCC(CO)(Cc4cccc(Cl)c4)C3)cn2)c1 (centres undefined)
→ 17	0	0	0.5	2	0	0	-12	-8	5
[47] O=C(Nc1cccc(C(F)(F)F)c1)C1CCCN(S(=O)(=O)c2cnc[nH]2)C1 (centres undefined)
→ -7	6	-4	0.5	-2	1	0	-30	2	10
[48] C/C(=N\NC(=O)c1ccc(N)cc1)C1CC1
→ -3	3	-9	-0.1	-2	-1	-2	9	-9	-1
[49] COc1ccc(-n2c(=O)c3c4c(sc3n(CC(=O)NC3CCCC3)c2=O)CCCC4)c(OC)c1
→ -3	0	1	0.4	2	-2	2	-3	-7	12

# By substructure: the entries above containing four or more nitrogen atoms
# Values run as follows: ASAP1 inh	DDE Tn6 FP inh	PLCg1 inh	KLK7 zymogen act	Rev-erbA mod	UHRF1 binding	DDE Tn7 FP inh	sPLA2-III inh	PLCb3 inh	ARFGAP1 inhibitor
[1] CCn1cc(CN2CCC(C(=O)Nc3cccc(-c4cccc(Cl)c4)c3)CC2)c(C)n1
→ 3	5	3	0.8	1	0	5	-15	-5	6
[4] Cc1cc(C)c(Cn2c3ccccc3c3cnn(CC(=O)NCc4ccccn4)c(=O)c32)c(C)c1
→ 6	-1	0	-0.7	39*	2	2	-10	-7	-7
[10] Cc1ccc(-c2cc(C(=O)N(C)Cc3cnn(C)c3C)c3cc(Br)ccc3n2)cc1
→ 0	8	-5	-0.6	11	2	8	1	0	11
[19] CCOc1cc(N2CCOCC2)c(OCC)cc1NC(=O)C1=NN(c2cccc(C)c2)C(=O)CC1
→ -6	-3	-2	0.2	5	1	-5	-2	1	0
[25] Cc1cc(=O)[nH]c(SCC(=O)Nc2ccc(Cl)cn2)n1
→ 0	0	-1	-0.2	0	0	5	1	1	7
[26] O=C(COC(=O)CNC(=O)c1cc(Cl)cc([N+](=O)[O-])c1)NC(=O)NCc1ccco1
→ -15	1	0	-0.3	-9	1	-4	-5	2	6
[27] Cc1cc(C)n(-c2nc3c(c(=O)[nH]c(=O)n3C)n2C(C)C)n1
→ 10	0	5	0.3	-2	3	1	9	14*	-6
[39] COc1ccc(Cl)cc1NC(=O)C(C)Sc1nncn1C (centres undefined)
→ -1	1	3	-0.2	1	-2	-9	-2	3	8
[47] O=C(Nc1cccc(C(F)(F)F)c1)C1CCCN(S(=O)(=O)c2cnc[nH]2)C1 (centres undefined)
→ -7	6	-4	0.5	-2	1	0	-30	2	10
